Bioassay records deposited in PubChem by several laboratories.
NCOA1 inh – human NCOA1 inhibition; 0.12% of 360,000 active; Q15788; inhibition, % at 3.6 µM; HEK293 GAL4-SRC1 luciferase reporter, luminescence;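 active means inhibition above the campaign mean plus 3 SD, with each screening campaign given its own cutoff, cut at about 60% in these data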;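 further: 0% = DMSO treated cells and 100% = gossypol at 36 µM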
EBV LMP1 NFkB – reduces LMP1-driven NF-kappaB luciferase signal. inhibition, % at 12.5 µM. 0.69% of 350,000 active. LMP1-induced NF-kappaB luciferase reporter cells, luminescence. AID 504558; in the data active means inhibition above about 41%;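 further: 0% = neutral control wells and 100% = reference inhibitor control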
TLR9-MyD88 block – TLR9-MyD88 interaction inhibition | CHO BLA complementation TLR9-MyD88, CCF4 FRET ratio | inhibition, % at 4.98 µM | 0.21% of 340,000 active;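 active means inhibition above the mean over all tested compounds plus 3 SD, cut at about 21% in these data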;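 further: 0% = DMSO only wells and 100% = clavulanate BLA inhibitor control wells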
NOD2 RIPK2 PPI – blocks binding of human NOD2 to RIPK2 | 0.38% of 360,000 active | CHO BLA complementation NOD2-RIPK2, CCF4 ratio | O43353 | inhibition, % at 4.98 µM; in the data active means inhibition above about 21%;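 further: 0% = vehicle only and 100% = reference blocker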
Target sequence (O43353 whole entry, looked up): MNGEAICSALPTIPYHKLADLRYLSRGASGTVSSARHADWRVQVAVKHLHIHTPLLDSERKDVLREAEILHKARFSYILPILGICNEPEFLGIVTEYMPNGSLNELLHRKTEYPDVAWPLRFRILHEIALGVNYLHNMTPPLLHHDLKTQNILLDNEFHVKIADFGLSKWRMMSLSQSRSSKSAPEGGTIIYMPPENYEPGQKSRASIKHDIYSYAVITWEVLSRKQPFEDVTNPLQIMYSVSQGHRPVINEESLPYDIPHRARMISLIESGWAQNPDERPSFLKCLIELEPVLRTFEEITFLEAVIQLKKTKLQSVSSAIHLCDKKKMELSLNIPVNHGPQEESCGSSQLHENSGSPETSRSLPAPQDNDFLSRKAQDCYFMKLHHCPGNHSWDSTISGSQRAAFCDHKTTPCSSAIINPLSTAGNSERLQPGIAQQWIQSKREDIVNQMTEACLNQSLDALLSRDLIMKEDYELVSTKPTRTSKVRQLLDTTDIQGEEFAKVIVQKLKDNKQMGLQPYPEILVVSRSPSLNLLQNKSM
NCOA2 inhibitor – inhibits human steroid receptor coactivator 2 | inhibition, % at 9 µM | AID 651957 | HEK293 GAL4-SRC2 luciferase reporter, luminescence | Q15596 | 0.17% of 370,000 active;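 active means inhibition above the mean inhibition of all tested compounds plus 3 SD, set per campaign, cut at about 52% in these data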;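 further: 0% = DMSO treated cells and 100% = cells given Gossypol at 36 µM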
NCOA3 inh – inhibits human SRC3 coactivator | 0.17% of 360,000 active | inhibition, % at 3.6 µM | AID 588352 | Q9Y6Q9 | HEK293 GAL4-SRC3 luciferase reporter, luminescence;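 active means inhibition above a per-campaign cutoff, the mean of all compounds plus 3 SD, cut at about 60% in these data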;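 further: 0% = DMSO-treated cells and 100% = gossypol-treated cells at 36 µM; higher means less SRC3-driven luciferase light from the GAL4 reporter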
MC4R antag cAMP – blocks human MC4R cAMP signaling; P32245; MC4R-expressing cells, MTII-stimulated cAMP, LANCE TR-FRET; inhibition, % at 6.5 µM; 0.48% of 360,000 active; AID 540295;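 active means inhibition above its plate's cutoff, the mean of tested wells on that plate plus 3 SD, cut at about 29% in these data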;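 further: 0% = Melanotan II alone and 100% = Melanotan II plus saturating MCL0020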
Target sequence (P32245 whole entry, looked up): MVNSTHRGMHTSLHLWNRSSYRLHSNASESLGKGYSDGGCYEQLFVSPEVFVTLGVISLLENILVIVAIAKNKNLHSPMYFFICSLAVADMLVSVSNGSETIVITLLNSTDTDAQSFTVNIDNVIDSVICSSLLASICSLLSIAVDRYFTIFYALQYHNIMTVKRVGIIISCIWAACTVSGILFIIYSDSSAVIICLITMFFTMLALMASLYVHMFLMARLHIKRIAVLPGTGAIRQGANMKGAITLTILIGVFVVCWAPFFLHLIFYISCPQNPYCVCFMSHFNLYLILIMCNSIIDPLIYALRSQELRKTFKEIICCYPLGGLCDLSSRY
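Material: human MC4R-expressing U2OS cells. Probe or stimulus: Melanotan II challenge. Dosing: 6.5 µM single dose. Times: 30-min compound, 1-h challenge, 1-h detection, room temperature. Technique: TR-FRET with Eu-cAMP and labeled anti-cAMP, 671 nm. Replication: singlicate.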
COUP-TFII inh – NR2F2 (human) inhibition, primary screen | 0.7% of 370,000 active | P24468 | AID 686940 | HEK293T NGFI-A luciferase reporter, luminescence | inhibition, % at 8.6 µM;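 active means inhibition above a per-plate cutoff, mean inhibition of test wells between control levels plus 3 SD, cut at about 38% in these data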;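 further: cells cotransfected with COUP-TFII expression vector driving the NGFI-A reporter; 0% = median of COUP-TF2 test wells and 100% = reporter-only cells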
LRH-1 inv ag – suppresses constitutive activity of human LRH-1; O00482; HEK293T StAR-luciferase reporter, LRH-1 transfected, 24 h; inhibition, % at 3.6 µM; 0.13% of 360,000 active;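 active means inhibition above the mean inhibition of all tested compounds plus 3 SD, cut at about 73% in these data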;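 further: 0% = DMSO wells and 100% = reporter-only cells lacking LRH-1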
MC4R ag barr – activates human MC4R beta-arrestin recruitment | P32245 | U2OS MC4R beta-arrestin complementation, luminescence; percent of melanotan II response, DMSO zero | activation, % at 8.9 µM | 0.98% of 360,000 active | AID 540308;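 active means activation above a per-plate cutoff, the mean activation of sample wells on that plate plus 3 SD, cut at about 8% in these data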
ABHD5 PLIN5 PPI – blocks binding of human ABHD5 to perilipin-5. Q00G26+Q8WTS1. Split G. princeps luciferase complementation, luminescence, 4 h. inhibition, % at 4 µM. 0.78% of 360,000 active. AID 602281;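 active means inhibition above the mean inhibition across every tested compound plus 3 SD, cut at about 22% in these data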;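 further: 0% = DMSO only wells and the 100% control is not disclosed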
Numbers without * were called inactive; / = no result given. Not all compounds are listed (hit frequency here may not be typical).

NCOA1 inh	EBV LMP1 NFkB	TLR9-MyD88 block	NOD2 RIPK2 PPI	NCOA2 inhibitor	NCOA3 inh	MC4R antag cAMP	COUP-TFII inh	LRH-1 inv ag	MC4R ag barr	ABHD5 PLIN5 PPI	Compound
-22	-5	-7	-7	/	2	22	/	16	-1.5	5	O=C(OCn1nnc2ccccc2c1=O)c1ccc(S(=O)(=O)N2CCOCC2)cc1
-89	-18	-8	-10	-19	-72	7	-1	-31	0.7	-2	COc1ccc(C(=O)CCNc2ccc(F)cc2)cc1
4	4	-7	-7	2	17	-4	3	7	-0.6	0	COCCCNC(=O)c1ccc(Cn2c(=O)c3ccccc3n(CC(=O)NCCc3ccc(OC)c(OC)c3)c2=O)cc1
-3	3	11	-1	-26	6	8	6	13	-2.2	6	O=C(COc1ccc(F)cc1)N(Cc1ccc(Cl)cc1)C1CCS(=O)(=O)C1 (configuration not stated)
-24	1	3	-1	13	-4	-10	3	13	-1.0	0	Cn1c(COc2ccccc2)nnc1SCc1cc(=O)[nH]c2ccccc12
8	-6	-6	8	7	0	6	-9	21	0.0	2	C/C(=N\NC(=O)c1ccc(=O)[nH]n1)c1cccnc1
6	-4	-4	12	-18	6	-3	6	10	0.6	12	C/C(CC(=O)NCc1ccco1)=N\NC(=O)c1ccc(Cl)cc1Cl
4	0	-1	-6	8	-4	0	-7	7	-0.6	2	CCN(CC)C(=O)CN(C#N)c1nc(OC)nc(N(C)C)n1
-9	5	9	-10	-15	-16	-1	-5	-8	-1.9	3	COc1cc2[nH]c(=O)n(CCC(=O)N3CCc4ccccc4C3)c(=O)c2cc1OC
-61	4	-1	-3	-50	-57	2	-24	-26	-1.3	2	Cc1ccc(NC(=O)c2cccc(S(C)(=O)=O)c2)cc1
-6	5	-13	-3	-15	0	-4	-2	-10	-1.6	-8	C=CCN1C(=O)C2(OCCO2)c2cc(C)ccc21
-16	8	5	-6	14	-4	1	-15	1	-0.4	0	CN(C)c1ccc(C2OC(=O)C3(CCCC3)C(=O)C2(C)C)cc1 (configuration not stated)
-3	5	-5	-2	-29	-5	3	-14	-8	-1.9	2	CCCNC(=O)c1nc2ncc(Br)cn2n1
-15	-7	-6	2	-10	0	12	11	-7	-3.5	-3	CCOC(=O)c1cccc(NC(=O)Cn2nc(C)n3cccc3c2=O)c1
6	-2	-6	-1	13	2	-1	6	19	0.7	-1	Fc1cccc(CN2CCSCC2)c1
6	1	4	-54	-2	-21	0	-3	5	-0.6	2	COc1ccccc1-c1cccc([C@@H]2C[C@H]3[C@H](CON3C)CN2C)c1

Some of these compounds in order of SMILES length, low to high:
NCOA1 inh	EBV LMP1 NFkB	TLR9-MyD88 block	NOD2 RIPK2 PPI	NCOA2 inhibitor	NCOA3 inh	MC4R antag cAMP	COUP-TFII inh	LRH-1 inv ag	MC4R ag barr	ABHD5 PLIN5 PPI	Compound
-3	5	-5	-2	-29	-5	3	-14	-8	-1.9	2	CCCNC(=O)c1nc2ncc(Br)cn2n1
-6	5	-13	-3	-15	0	-4	-2	-10	-1.6	-8	C=CCN1C(=O)C2(OCCO2)c2cc(C)ccc21
6	1	4	-54	-2	-21	0	-3	5	-0.6	2	COc1ccccc1-c1cccc([C@@H]2C[C@H]3[C@H](CON3C)CN2C)c1

(list continues)
NCOA1 inh	EBV LMP1 NFkB	TLR9-MyD88 block	NOD2 RIPK2 PPI	NCOA2 inhibitor	NCOA3 inh	MC4R antag cAMP	COUP-TFII inh	LRH-1 inv ag	MC4R ag barr	ABHD5 PLIN5 PPI	Compound
-92	0	1	-3	-14	-7	3	15	7	0.5	1	COC(=O)C1C(c2ccccc2)C(C(=O)N2CCN(C)CC2)C1c1ccccc1 (configuration not stated)
-5	16	-11	6	-15	9	-5	9	-13	-2.5	-3	O=C(O)c1cccc(C(=O)Nc2cccc(NC(=O)C3CCCO3)c2)c1 (configuration not stated)
-15	-1	/	-5	-6	10	-3	-8	0	0.2	3	C=CCn1c(SCC(=O)NCc2ccco2)nc2ccccc2c1=O
-5	/	/	0	12	-15	-11	10	3	30*	2	COc1cccc(-c2cnc3c(NC(C)=O)cc(-c4cc(F)ccc4OC)cn23)c1
3	82*	-6	-6	47	8	-4	-22	15	4.6	9	CC(=O)Nc1nc(-c2ccc3c(c2)CCN3C(=O)C2CC2)c(C)s1
9	/	/	-5	13	4	/	15	14	/	-11	CC1CC(C)CN(C(CCc2ccccc2)C(=O)NC2CCCCC2)C1 (configuration not stated)
11	7	3	5	-14	-5	-6	0	8	0.1	8	COc1ccc(NS(=O)(=O)c2cc(N=Nc3c(O)[nH]c(=O)[nH]c3=O)ccc2Cl)cc1
7	-4	2	12	-2	-8	2	-12	-6	-1.4	-2	CC(CN1CCOCC1)OC(=O)c1ccc(Cl)cc1Cl (configuration not stated)
7	-8	11	-8	3	21	-3	4	12	0.2	-3	CCC(COC(=O)c1ccccc1)Oc1cc(NCc2ccccc2)c2ncn(C(C)C)c2c1 (configuration not stated)
2	-7	-5	-3	-23	11	0	-11	14	-2.6	-6	Cn1ccc(=Nc2ccc(NC(=O)c3ccc(N=c4ccn(C)c5ccc([N+](=O)[O-])cc45)cc3)cc2)cc1
-60	/	/	1	-90	-83	/	-22	-68	/	-12	COc1ccccc1Cc1c(-c2ccc(Cl)cc2)nc2ccc(Cl)cn12
-21	38	0	1	4	2	1	-17	-3	-0.9	-6	COC(=O)Cc1[nH]n(-c2nc3ccccc3s2)c(=O)c1C(C)=Nc1ccc(Cl)cc1
-12	4	1	-1	-16	4	15	0	15	-0.9	3	COc1ccccc1NC(=S)NCC1CCCCC1
-18	-8	0	1	-11	-11	13	8	16	4.0	-9	O=C(Nc1ccc(S(=O)(=O)N2CCc3ccccc3C2)cc1)c1ccccc1
-3	7	4	16	-8	2	-3	2	-29	-0.2	1	Cc1ccc(CNC(=O)C2CCCN(S(=O)(=O)c3cnc[nH]3)C2)cc1 (configuration not stated)
13	-8	-5	4	8	14	-5	9	-3	1.4	15	Cc1ccc2c(c1)NC(=O)C(CC(=O)NCCCN1CCN(c3cc(Cl)ccc3C)CC1)O2 (configuration not stated)
6	-10	1	12	6	5	1	6	1	0.1	-1	Cc1cc(C)nc(NC(=O)c2ccc(Br)s2)n1
7	-8	11	-7	-19	8	9	-9	-2	-0.2	1	CCCC(=O)NC(Nc1ccc(S(=O)(=O)Nc2cc(C)on2)cc1)(C(=O)OCC)C(F)(F)F (configuration not stated)
-84	-12	0	-5	-60	-100	1	-18	-78	-1.6	-5	Cc1ccc(CONC(=O)c2ccccc2)cc1
-1	10	-6	-4	-11	19	-6	21	-4	-0.9	4	CCOC(=O)c1ccc(NC(=S)NCCCN2CCN(C3CCCCC3)CC2)cc1
-90	-15	-12	-4	-63	-80	-1	-19	-97	1.9	-5	N/C(=N\OC(=O)c1ccccc1Cl)c1cccnc1
-8	/	/	-3	18	4	9	-1	1	-2.7	-3	N#CCC(=O)Nc1ccc(C(=O)NNC(=S)NC2CCCCC2)cc1
11	-7	1	-3	6	6	-2	-12	10	-2.2	2	Cc1c(NC(=O)C(C)OC(=O)COc2ccccc2)c(=O)n(-c2ccccc2)n1C (configuration not stated)
-2	-2	-18	-7	-2	0	7	14	-3	-1.5	-5	Cc1ccc2c(Cl)cc(Cl)c(OCC(=O)N(C(C)C)C(C)C)c2n1
-36	-12	-3	0	-7	11	6	-10	-1	1.7	6	O=C1c2ccccc2C(=O)N1n1c(=O)[nH]c2ccccc2c1=O
-29	0	4	-9	7	2	4	-11	12	-1.3	3	C=CCNC(=S)NNC(=O)CC12CC3CC(CC(C3)C1)C2
-16	-2	-6	-6	0	7	3	7	4	-0.1	-2	O=C1CNC(=O)/C(=C/c2ccco2)N1
10	0	1	-3	-6	21	-4	2	-13	-0.5	1	COc1ccc(F)cc1C(=O)C1CCCN(C(=O)c2ccc(C(C)=O)s2)C1 (configuration not stated)
21	17	-8	1	-12	16	11	17	23	1.4	0	O=C(C1CC2C=CC1C2)N1CCN(c2ccccc2)CC1 (configuration not stated)
4	4	1	-14	1	0	-6	-7	-17	-0.2	-3	COc1ccc(Nc2nc(N)nc(CSC(=S)N3CCN(c4ccccc4)CC3)n2)cc1
2	6	5	-3	-26	16	9	0	24	-0.4	3	CCCCC1S/C(=N/N=C/c2ccc(OC)cc2)N(Cc2ccc(OC)cc2)C1=O (configuration not stated)
-8	-4	-16	-1	10	-2	14	8	-4	-1.3	3	COc1ccc(-n2nc(C(=O)N3CCC(C#N)CC3)c3c4ccccc4n(C)c3c2=O)cc1
5	8	5	-11	-1	-2	3	7	-21	-0.9	0	O=C(CSc1nncn1-c1ccccc1)Nc1ccccc1F
-5	2	2	4	-26	14	11	-21	6	-1.8	-3	Cc1cccc(NC(=S)N(CCN2CCOCC2)Cc2ccccc2F)c1
2	12	1	-1	2	-8	6	6	-2	0.0	-6	COc1ccc(CN2C(=O)C(CC(=O)NC(c3ccccc3)c3ccccc3)CC(C(=O)N(C(C)C)C(C)C)=C2C)cc1 (configuration not stated)
-3	-10	5	-11	-2	-1	9	-13	2	-4.1	-3	CCc1noc(C)c1C(=O)N(C)CC(=O)Nc1ccccc1Br
-3	-8	-11	-2	1	6	7	12	7	-1.1	6	Cc1ccc(S(=O)(=O)N2CCN(C)CC2)cc1
-6	-16	1	-1	-2	5	17	-4	11	2.4	-2	CCc1ccc(OCCCC(=O)Nc2nccs2)cc1
-41	-48	-3	10	4	-52	-3	-39	-49	3.1	-4	CC(C)N=c1scc(-c2ccco2)n1/N=C/c1ccc(O)c(O)c1
15	-7	1	6	-3	1	10	8	10	-2.4	-1	CCc1ccc(CNCc2cccnc2)cc1
7	4	-11	1	22	6	3	16	19	-0.3	-9	CCN(c1ccc(NS(=O)(=O)c2cc(Cl)ccc2Cl)cc1)C(C)C
-18	-9	5	-8	-6	1	1	23	1	-0.2	-2	O=C(O)C/C(=C\c1ccc(N2CCOCC2)c([N+](=O)[O-])c1)c1nc2ccccc2s1
-3	-9	5	1	12	-38	2	-3	6	1.1	-12	COC(=O)c1ccc(NC(=O)CN2C(=O)c3ccccc3S2(=O)=O)cc1
6	-6	-4	-13	0	2	13	-6	12	-0.3	3	CCc1c(O)nc(SCC(=O)Nc2ccccc2OC)[nH]c1=O
1	7	1	2	-21	-17	-13	-17	-2	11*	2	CCc1ccc(-n2nc3ccc(NC(=O)c4ccc5c(c4)OCO5)cc3n2)cc1
11	-11	-15	-9	18	8	0	17	6	-2.1	-6	CCCn1c(-c2cccs2)nc2nc3ccccc3nc21
-7	-10	-2	-2	-11	-4	4	-8	-12	1.1	-4	CCOC(=O)C1=C(C)N(CCCC(=O)O)C(=O)NC1c1ccc2ccccc2c1 (configuration not stated)
-34	-23	8	-4	-10	-51	16	-42	-50	-2.9	0	COc1cc(Cl)ccc1OCc1cc(C(=O)N(C)C2CCOC2)no1 (configuration not stated)
